From PubChem
tuberculosis growth: growth inhibition of non-replicating M. tuberculosis (AID 488890) | 320,000 compounds, 0.39% hits | Mycobacterium tuberculosis non-replicating, growth inhibition; higher % means a stronger effect | one-dose inhibition, % at 25 µM; IC50 in µM for titrated hits; in the data active = a potency from the dose series; inconclusive = inhibition mostly from about 82% at the one dose, without a potency; inactive = the rest, 99 in 100 with inhibition below about 76%;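 note: plate controls were DMSO cells for no effect and high antibiotic wells for full effect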
VEEV TC-83 Vero: inhibitors of VEEV TC-83 cytopathic effect, confirmation, Vero cells (AID 588727); 350,000 compounds, 0.13% hits; inhibition, % at 20 µM, or IC50 in µM where a hit was titrated; Vero cells, VEEV TC-83 cytopathic effect inhibition; higher % means a stronger effect; in the data active = a potency from the dose series; inconclusive = inhibition mostly from about 14% at the one dose, without a potency; inactive = the rest, 99 in 100 with inhibition below about 12%; note: strong numbers were not always called active
M. tuberculosis HTS: M. tuberculosis growth inhibition, HTS (AID 449762); M. tuberculosis H37Rv growth inhibition, 7H9 media; higher % means a stronger effect; inhibition, % at 25 µM; hits with a dose series show IC50 in µM; 330,000 compounds, 0.59% hits; in the data active = a potency from the dose series; inconclusive = inhibition above about 70% without an active follow-up result;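 note: bacterial growth assessed after seven days of incubation; strong numbers were not always called active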
Salmonella PhoP GFP: PhoP regulon inhibitors, Salmonella typhi PhoP promoter GFP reporter, confirmatory (AID 1850); Salmonella Typhi PhoP-promoter GFP reporter, fluorescence, 4 h; higher % means a stronger effect; one-dose inhibition, % at 50 µM; IC50 in µM for titrated hits; 310,000 compounds, 0.33% hits; in the data active = a potency from the dose series; inconclusive = inhibition mostly from about 25% at the one dose, without a potency; inactive = the rest, 99 in 100 with inhibition below about 19%;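 note: 0% = induced wells with vehicle and 100% = uninduced wells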
influenza NS1A: H1N1 influenza NS1A inhibitors, functional cell based assay (AID 504329); NS1A functional cell-based assay, percent inhibition; higher % means a stronger effect; inhibition, % at 12.5 µM; hits with a dose series show IC50 in µM; 340,000 compounds, 0.3% hits; in the data active = a potency from the dose series; inconclusive = inhibition above about 27% without an active follow-up result; note: strong numbers were not always called active
VEEV TC-83 Vero 10K pilot screen: second read-out of VEEV TC-83 Vero, no call of its own (marks repeat the call); inhibition, %; measured here: 10K pilot screen inhibition
Active calls of the source: *; i = inactive; ? = inconclusive; · = no result given; & = joins results of further samples. Hits appear at their usual frequency, and some 1.4% of all compounds hit somewhere here.

SMILES	tuberculosis growth	VEEV TC-83 Vero	M. tuberculosis HTS	Salmonella PhoP GFP	influenza NS1A	others
O=C(O)COc1cccc(NC(=O)c2ccccc2)c1	·	0.1%	-4%	2%	0%
COc1ccc(CCNC2=CC(=O)N(c3ccc(F)cc3)C2=O)cc1	10%	0.8%	5%	-2%	0%
Cc1ccccc1OCCn1cc(C(=O)O)c2ccccc21	1%	0.2%	-1%	0%	-12%
CCN1C(=O)C(CC(=O)N2CCN(C(c3ccccc3)c3ccccc3)CC2)N(CC)C1=O (configuration not stated)	31%	i	0%	-1%	15%
CCN(Cc1ccccc1)C(c1cc2cc(C)cc(C)c2[nH]c1=O)c1nnnn1CCOC (configuration not stated)	-2%	11%	-3%	-15%&11%	-9%
Cc1ccccc1NC(=O)Cn1c(=O)n(CC2CCCO2)c(=O)c2ccccc21 (configuration not stated)	-1%	i	-6%	-11%	-9%
CC(C)c1nnc(NC(=O)CN2C(=O)c3ccccc3C2=O)s1	-1%	1.3%	-4%	-5%	5%
O=[N+]([O-])c1ccc(N2CCNCC2)cc1N1CCCCC1	17%	0.3%	-3%	17%	17%
CCN(CC)Cc1c(C(=O)N/N=C/c2cccc(OCc3cccc(Cl)c3)c2)nnn1-c1nonc1N	4%	5.1%	1%	7%	5%
COc1cc(-c2nnc(COC(=O)C3c4ccccc4Oc4ccccc43)o2)cc(OC)c1OC	27%	9.9%	2%	5%	7%
CC1C(c2ccccc2)=[N+]([O-])C2(CCCCC2)N1O (configuration not stated)	4%	1.4%	-9%	6%	-2%
O=C(CN(CCc1ccccc1)S(=O)(=O)c1ccc(Cl)cc1)N/N=C/c1ccccc1C(=O)O	15%	0.2%	6%	7%	4%
CC(C)(O)CCCC(C)(O)c1ccc(C(=O)O)cc1O (configuration not stated)	-10%	0.1%	-9%	2%	4%
COc1cc(CCC(=O)Nc2cc(C)cc(C)c2)cc(OC)c1OC	5%	3.2%	3%	-11%	9%
Cn1nc(C(=O)Nc2ccc3c(c2)OCCO3)c2ccccc2c1=O	6%	9.9%	-2%	·	-4%
COc1ccc2oc(C(=O)OCC(=O)c3ccc4c(c3)OCCO4)c(C)c2c1	14%	4.0%	8%	3%	-8%
COc1cc2cc(C(=O)NCCc3ccccc3)[nH]c2cc1OC	-4%	i	3%	7%	4%
NS(=O)(=O)c1ccc(NC(=O)Cn2ncc3c2-c2ccccc2OC3)cc1	-25%	i	2%	7%	-14%	VEEV TC-83 Vero 10K pilot screen=0.2
O=C(COC(=O)Cc1ccccc1F)NNC(=O)c1ccc([N+](=O)[O-])cc1	16%	5.0%	46%	-2%	-5%
O=C1CCC(C(=O)N2CCCCO2)CN1CCc1ccc(Cl)cc1 (configuration not stated)	9%	i	-10%	-12%	-6%
Fc1ccccc1CSc1nnc(-c2cccnc2)o1	74%	1.9%	0%	6%	12%
Cc1cccnc1NC(=O)C12CCC(C)(C(=O)O1)C2(C)C (configuration not stated)	-2%	i	-5%	-10%	2%
Cc1cccc(N2CCN(C(=O)c3c(C)nn(Cc4ccccc4Cl)c3C)CC2)c1C	35%	6.4%	42%	-3%	-3%
Sc1oc(-c2ccccc2)cc1C=Nc1ccccc1	i	1.5%	-4%	-6%	2%
Cc1ccc(NC(=O)Nc2cc(S(C)(=O)=O)ccc2Cl)cc1	-2%	0.7%	3%	-1%	-2%
CS(=O)(=O)Cc1ccc(C(=O)NC2CCCc3ccccc32)cc1 (configuration not stated)	-9%	2.5%	-1%	15%	-6%
CCCCC(=O)N1CC(=O)Nc2ccc(F)cc2C1c1ccccc1 (configuration not stated)	6%	i	5%	5%	-8%
Cc1c(NC(=O)CN2C(=O)NC(CCc3ccccc3)C2=O)c(=O)n(-c2ccccc2)n1C (configuration not stated)	1%	i	1%	-5%	2%
Fc1ccc(C2CC(c3cccs3)=NN2c2ccccc2)cc1 (configuration not stated)	·	1.5%	·	·	-24%
Cc1ccc(C(=O)C2=C(O)C(=O)N(CCCN3CCOCC3)C23C(=O)N(C)c2ccccc23)o1 (configuration not stated)	-8%	1.6%	-5%	-5%	4%

7 records picked at random from the list so far:
SMILES	tuberculosis growth	VEEV TC-83 Vero	M. tuberculosis HTS	Salmonella PhoP GFP	influenza NS1A	others
Fc1ccccc1CSc1nnc(-c2cccnc2)o1	74%	1.9%	0%	6%	12%
CCCCC(=O)N1CC(=O)Nc2ccc(F)cc2C1c1ccccc1 (configuration not stated)	6%	i	5%	5%	-8%
Cc1cccc(N2CCN(C(=O)c3c(C)nn(Cc4ccccc4Cl)c3C)CC2)c1C	35%	6.4%	42%	-3%	-3%
CS(=O)(=O)Cc1ccc(C(=O)NC2CCCc3ccccc32)cc1 (configuration not stated)	-9%	2.5%	-1%	15%	-6%
Cc1ccc(C(=O)C2=C(O)C(=O)N(CCCN3CCOCC3)C23C(=O)N(C)c2ccccc23)o1 (configuration not stated)	-8%	1.6%	-5%	-5%	4%
Cc1ccc(NC(=O)Nc2cc(S(C)(=O)=O)ccc2Cl)cc1	-2%	0.7%	3%	-1%	-2%
Fc1ccc(C2CC(c3cccs3)=NN2c2ccccc2)cc1 (configuration not stated)	·	1.5%	·	·	-24%

More structures:
SMILES	tuberculosis growth	VEEV TC-83 Vero	M. tuberculosis HTS	Salmonella PhoP GFP	influenza NS1A	others
Cn1c(Cl)c(/C=N/OC(=O)c2ccc(Cl)cc2)c2ccccc21	?	4.8%	-5%	8%	-4%
N#Cc1c(-c2ccccc2Cl)cc(C2CC2)nc1N	30%	i	-1%	-10%	2%
O=C(NN=C1C2CC3CC1CC(Cl)(C3)C2)c1cccs1	i	0.2%	9%	-1%	2%
CC(=O)Nc1ccccc1NS(=O)(=O)c1ccccc1[N+](=O)[O-]	2%	0.8%	0%	-9%	-1%
COc1ccc(OC)c2nc(-c3cccnc3)ccc12	-11%	0.1%	-6%	2%	0%
COCOc1ccc(C=O)c(O)c1	-13%	0.8%	-9%	8%	-2%
CCN(CC)c1ccc(N/C(N)=N/c2nc(C(F)(F)F)cc(=O)[nH]2)cc1	14%	2.5%	2%	-5%	7%
Nc1nc(NCc2ccccc2)nc(NCCO)c1[N+](=O)[O-]	0%	10%	6%	-2%	2%
Cc1cc(=O)n2nc(N3CCC(C(=O)N4CCN(c5ccccc5)CC4)CC3)sc2n1	48%	2.1%	0%	10%	4%
COc1cc(NC(=O)C2CC(=O)NC3=C2C(=O)CCC3)c(OC)cc1Cl (configuration not stated)	·	3.7%	·	-7%	2%
Cc1c(Cl)cccc1NC(=O)CNC(=O)C1CC(=O)N(CCc2ccccc2)C1 (configuration not stated)	-6%	2.6%	2%	·	-6%
CCOC(=O)/C=C/C(=O)NNC(=O)c1ccccc1Cl	30%	i	?	5%	3%
O=C(COC(=O)/C=C/c1ccccc1[N+](=O)[O-])Nc1ccc(OC(F)F)cc1	8%	1.2%	6%	-4%	-4%
O=C(Nc1cc2c3c(c1)CC(=O)N3CCC2)C1CC1	-5%	1.5%	2%	6%	-10%
O=C(COC(=O)c1cc(S(=O)(=O)N2CCCCC2)ccc1N1CCOCC1)c1ccc(F)cc1	30%	1.6%	4%	-4%	-8%
CC(C)(c1ccccc1)c1ccc(OCC(O)CN2CCCC2)cc1 (configuration not stated)	50%	i	2%	-1%	-21%
Cc1ccc(C)c(OCC(=O)NCCN(C)C)c1	-8%	0.7%	-4%	-2%	-1%
Cn1c(N)c(C(=O)COC(=O)c2cncc(Br)c2)c(=O)n(C)c1=O	14%	1.0%	-1%	-4%	2%
Cc1ccc(S(=O)(=O)N2CCN(CC(=O)N/N=C/c3ccco3)CC2)cc1	-3%	0.2%	5%	-4%	3%
Nc1c(C(=O)Nc2ccc3c(c2)OCCO3)nnn1Cc1cccc(F)c1	-4%	3.4%	5%	5%	-13%
COCCCN(C(=S)Nc1c(C)cc(C)cc1C)C(C)c1ccccn1 (configuration not stated)	12%	0.1%	51%	-4%	-10%
CCOC(=O)c1nc(NCc2cccnc2)c2ccccc2n1	1%	i	-1%	6%	-1%
C=CCn1c(CCNC(=O)c2cccs2)nnc1SCC(=O)Nc1cccc(C(C)=O)c1	9%	i	8%	-16%	1%	VEEV TC-83 Vero 10K pilot screen=0.0
Cc1cc(O)c(CN2CCN(S(=O)(=O)c3cccs3)CC2)cc1C(C)C	34%	5.1%	18%	·	-8%
Cc1ccccc1CSc1nnc(-c2ccncc2)n1C	-12%	i	-6%	2%	0%
COc1ccc(C(=O)Nc2ccc(OC)c(OC)c2)cc1	6%	i	-11%	-5%	2%
Cc1cccc(C(=O)Nc2cccc(C(=O)NC3CCCC3)c2)c1	8%	9.3%	5%	-4%	-6%
O=C(COC(=O)c1ccccc1O)Nc1cccc2ccccc12	31%	1.2%	-6%	·	-2%
C/C(Cl)=C\Cn1c(N2CCCCCC2)nc2c1c(=O)n(C)c(=O)n2C	·	5.0%	-6%	0%	13%
Cc1cccn2c(=O)c3cc(C(=O)NC4CCCCC4)c(=N)n(Cc4ccc(F)cc4)c3nc12	12%	i	?	-32%	-2%
CN(CC(=O)Nc1sccc1C#N)Cc1ccccc1	14%	i	1%	-6%	-7%
CCOc1cc(-c2c(C)c(CC)nc(N)c2C#N)ccc1O	16%	7.8%	-6%	0%	7%
CCO/C=C1\N=C(c2ccc(F)cc2)OC1=O	2%	i	-12%	-8%	8%	VEEV TC-83 Vero 10K pilot screen=0.7
O=C(c1c[nH]c(C(=O)C(Cl)(Cl)Cl)c1)c1ccc(F)cc1F	62%	2.7%	6%	5%	-14%
NC(=O)CSc1oc(-c2ccco2)nc1S(=O)(=O)c1ccc(Cl)cc1	-3%	i	5%	9%	-6%
O=C(O)C1CC(O)CN1C(=O)c1ccco1 (configuration not stated)	0%	1.1%	9%	-1%	2%
COc1ccccc1N(CC(=O)NC1CCCC1)C(=O)CCCC(=O)Nc1ccccn1	·	1.0%	·	·	3%
Cn1c(=O)nc2n(Cc3ccccc3)c3cccc(Cl)c3cc-2c1=O	33%	2.2%	-8%	-6%	-7%
Cc1cccc(NC(=O)C2CCN(C(=O)N3CCOc4ccccc43)CC2)c1C	2%	0.7%	-5%	-2%	-7%
Cc1cccc(N2CCN(C(=S)Nc3ccc4nc5n(c(=O)c4c3)CCCCC5)CC2)c1C	0%	7.3%	-3%	-8%	-6%
O=C(COc1ccc(Br)cc1)Nc1ccc(N2CCOCC2)cc1N1CCOCC1	-6%	2.6%	5%	·	-8%
NC(=O)c1cccc(S(=O)(=O)N2CCCCC2)c1	-1%	2.1%	3%	1%	-19%
Cc1ccc(S(=O)(=O)N2CCN(Cc3ccccc3)CC2)cc1	5%	i	8%	-4%	-18%
COc1ccccc1NC(=O)c1cccnc1	-20%	2.4%	3%	-14%	-5%
Cc1nn(C(C)C(=O)N2CCc3ccccc3C2)c(=O)c2cc3occc3n12 (configuration not stated)	-8%	1.0%	-2%	5%	9%
Cn1nc(C(=O)NNC(=O)c2ccc(Cl)cc2)ccc1=O	1%	1.7%	8%	-2%	-1%
Cc1ccc(C(C(=O)NC2CCCCC2)N(Cc2ccccc2)C(=O)Cc2c[nH]c3ccccc23)o1 (configuration not stated)	57%	9.6%	12%	13%	-3%
CC(C)N(CCc1ccncc1)C(=O)Nc1ccc(Cl)c(Cl)c1	·	2.0%	-10%	11%	7%
COc1ccc(OC)c(NC(=O)c2ccc3c(c2)OCO3)c1	47%	i	6%	-6%	-25%
COc1ccc([C@H]2CC(=O)C=C(c3ccc(Cl)c(F)c3)C2)cc1	37%	0.2%	1%	·	6%

More results:
SMILES	tuberculosis growth	VEEV TC-83 Vero	M. tuberculosis HTS	Salmonella PhoP GFP	influenza NS1A	others
C=C[C@@H]1c2c(F)cccc2N(S(=O)(=O)c2ccc(C)cc2)[C@H](c2ccc(OC(C)=O)cc2)C1(C#N)C#N	-5%	?	?	·	1%
Cc1ccccc1C(=O)Nc1ccc(Br)c(C)n1	17%	9.7%	9%	0%	-22%
CCCc1nnc(SCC(=O)N2CCCC(C)C2)n1CCOC (configuration not stated)	2%	0.3%	-3%	-9%	-3%
COCC(C)NC(=O)CCS(=O)(=O)c1nc(-c2ccc(OC)cc2)cc(C(F)(F)F)n1 (configuration not stated)	58%	?	7%	-8%	2%
CCCCCOC(=O)C1C(c2ccccc2)C(C(=O)O)C1c1ccccc1 (configuration not stated)	-8%	3.6%	-6%	1%	-1%
O=C(NCCNC(=O)c1ccccn1)c1ccc(Cl)cc1	-5%	i	-2%	-3%	9%
